From PubChem
TAG inh: triacylglycerol accumulation inhibition | actives 0.66% (n = 230,000) | AID 651582 | H9c2 cells, Nile Red lipid (TAG) fluorescence; cells loaded with 200 µM oleic acid | inhibition, % at 12.5 µM;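 active = pattern-corrected inhibition of lipid staining of at least 50% with the nuclear-stain viability signal not falling by more than 50%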;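 also: 0% = DMSO wells and 100% = triacsin C control wells; some results filed as inactive read as strong as hits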
TAG inh DAPI viability: also measured in TAG inh; calls as there; DAPI nuclei signal change (viability), lower = more cytotoxic, %;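 whole-well DAPI fluorescence read on a plate reader as a viability signal; minus 50 percent equals half of cells still viable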
* = called active by the depositor. This is a subset; rates above refer to the full screens.

SMILES	TAG inh	TAG inh DAPI viability
CCOC(=O)c1c(NC(=O)CSc2nnc(CN3CCOCC3)n2C)sc2c1CCCC2	9	15
c1cc(CNC23CC4CC(CC(C4)C2)C3)ccn1	0	1
Cc1cccc(-c2noc(Cc3ccc(Cl)cc3)n2)c1	-18	6
O=C(Nc1ccc(NC(=O)C2CC2)cc1)c1cccs1	-27	8
O=C(CN1C(=O)NC2(CCOc3ccccc32)C1=O)Nc1cccc([N+](=O)[O-])c1 (stereo not given)	30	0
Cc1noc(C)c1C(=O)N(C)C[C@@H]1OCc2ccccc2-c2c(n(C)c3ccccc23)C(=O)N([C@H](C)CO)C[C@H]1C	-11	6
CCSc1nc(C)c(CCOc2cccc(C)c2)c(=O)[nH]1	3	3
O=C(O)CONC(=O)c1cc(OCC(F)(F)F)ccc1OCC(F)(F)F	-5	-3
CC(C)N(CCn1cnc2c([nH]c3ccccc32)c1=O)C(C)C	2	-1
CN(C)S(=O)(=O)c1ccc(C(=O)OCC(=O)Nc2ccc3c(c2)OCO3)cc1	9	-5
CCOC(=O)CSc1nc2ccccc2c(=O)n1CCN1CCOCC1	4	-5
O=C(COc1ccccc1)Nc1cccc(S(=O)(=O)N2CCCC2)c1	1	10
COc1ccc(N2CCN(C(=O)c3ccc(F)cc3)CC2)c([N+](=O)[O-])c1	9	-6
CCN(Cc1ccc(Cl)s1)C(=O)c1cccc(OCc2c(C)noc2C)c1	-22	2
OCC[C@H]1C[C@H](O)[C@@H](O)[C@@]2(OCc3ccccc32)O1	-5	3
COc1ccc(NC(=O)COC(=O)CCSc2ccccc2)cc1OC	1	-3
C#CCn1c(=NC(=O)c2ccc(Cl)s2)sc2cccc(OC)c21	9	24
CC(NC(=O)C1CCCN(S(=O)(=O)c2cnc[nH]2)C1)c1ccccc1 (stereo not given)	12	-8
Cc1ccc(S(=O)(=O)NCCC(=O)Nc2cccc(S(=O)(=O)N3CCCC3)c2)cc1C	-4	3
COc1cccc(CNC(=O)COC(=O)C2CC3CCCC(C2)C3=O)c1 (stereo not given)	3	-5
COc1ccccc1OCCNC(=O)CCNS(=O)(=O)c1ccc(C)cc1	-8	1
O=C(c1ccccc1)N(c1ccccc1)C1C=CS(=O)(=O)C1 (stereo not given)	1	-3
CSc1ccc(CN2CCN(CC=C(C)C)C(CCO)C2)cc1 (stereo not given)	-2	4
CCN(CCCNC(=O)CCn1c(=O)[nH]c2ccccc2c1=O)c1ccccc1	-6	-5
COc1cccc(C(=O)N(C)CC(=O)Nc2cccc3ccccc23)c1	-15	6
O=C(Cc1ccccc1F)NNC(=O)c1cccs1	-11	2
CNC(=O)C[C@H]1C(=O)N(Cc2ccccc2)C[C@@H]1CSC	6	-12
CCCC[C@@H]1C=C(C(=O)O)[C@H](c2ccc3c(c2)OCO3)N1S(=O)(=O)c1ccc(C)cc1	8	-8
COC(=O)c1cn(NC(=O)c2ccncc2)c(=O)c2ccccc12	8	5
COC(=O)c1cc(C)sc1NC(=S)N1CCN(CCc2ccccc2)CC1	-1	-6
CCOc1ccc2cc(C3CC(c4ccco4)=NN3S(C)(=O)=O)c(=O)[nH]c2c1 (stereo not given)	8	1
COc1ccc(S(=O)(=O)N2CCOCC2)cc1NC(=O)c1ccc(OC(F)F)cc1	18	-2
CCC(NC(=O)c1cc(COc2ccc(C)nc2)on1)c1ccc(C)cc1 (stereo not given)	-2	4
CC1(C(=O)Nc2ccc3c(c2)OCO3)CCN1C(=O)C1CCCCC1 (stereo not given)	-11	-8
COc1ccc(/C=C/C(=O)OCC(=O)Nc2cc(C(N)=O)cc(C(N)=O)c2)cc1	10	-11
CC(=O)NC(c1cccc(F)c1)c1nc(-c2ccoc2)cs1 (stereo not given)	9	-1
CCN1CCN(CC(=O)Nc2sc3c(c2C#N)CCC3)CC1	13	-9
CC(C(=O)N1CCN(C=O)CC1)N1C(=O)c2ccccc2C1=O (stereo not given)	-3	5
Cc1cc(=O)oc2cc(NC(=O)c3cc([N+](=O)[O-])ccc3N3CCOCC3)ccc12	11	-14
CC(=O)N1c2ccc(Cl)cc2C2OCCC2C1c1ccco1 (stereo not given)	-9	-2
O=C(NC1CCN(Cc2ccccc2)CC1)C1CCCN(c2nnc(-n3cccc3)s2)C1 (stereo not given)	-9	-2
COc1ccc(/C=N/NC(=O)c2ccco2)cc1COc1ccc(F)cc1	-5	1
CCSc1cc(C2C(C#N)=C(N)OC(C)=C2C(=O)OC)c(C)o1 (stereo not given)	-18	1
COc1ccc(N2CCN(Cc3cc(=O)c(OCC(=O)Nc4ccccc4)co3)CC2)cc1	-3	-4
CC1CCC2(CC1)NC(=O)N(CC(=O)N1CCN(C(=O)c3cccs3)CC1)C2=O (stereo not given)	4	1
O=C(CN1C(=O)NC2(CCOc3ccccc32)C1=O)c1ccc(Cl)s1 (stereo not given)	14	-7
Cc1ccc(S(=O)(=O)Oc2ccc(C)cc2/C=N/N=C2\NC(=O)C(C)S2)cc1 (stereo not given)	-11	21
CCC12CN3CCN(CC(C3)/C1=N\NC(=O)c1ccc(Cl)cc1)C2	14	-13
CCS(=O)(=O)N1CCN(S(=O)(=O)c2ccc(Cl)s2)CC1	5	11
c1ccc(CN2CCC3(CCCc4ccccc43)CC2)cc1	-16	14

(cont.)
SMILES	TAG inh	TAG inh DAPI viability
CCn1c(NCc2cc(OC)ccc2OC)nc2ccccc21	-23	2
CCc1sc(C(=O)N2CCc3cc(OC)c(OC)cc3C2CC(=O)O)cc1C (stereo not given)	-2	2
CC1CN(C(=O)COC(=O)c2cnc(Cl)c(Cl)c2)CC(C)O1 (stereo not given)	-9	0
COc1ccc(NC(=S)Nc2ccccc2C(F)(F)F)cc1	0	-8
O=C(c1ccc(Cl)cc1)c1cn[nH]c1-c1ccccc1O	-20	0
CCC(=O)c1c[nH]c(C(=O)N2CCOCC2)c1	3	0
CCOc1ccc(-c2nnc(SCc3nnc(-c4ccccc4)o3)n2-c2ccccc2F)cc1	6	-15
CCN1C(=O)[C@H]2[C@@H](c3ccc(-c4ccccc4)cc3)N3CCCC[C@@]3(C(=O)OC)[C@H]2C1=O	-16	2
Cc1nn(-c2ccc(Cl)cc2)c(Cl)c1/C=N/NC(=O)c1ccc(NS(=O)(=O)c2cccs2)cc1	7	-1
COc1ccc(NC(C)=O)cc1NC(=O)CN1CCN(S(=O)(=O)c2ccc(C(C)C)cc2)CC1	25	-14
CC(=O)c1ccc(OCC(=O)Nc2ccccc2C(=O)NC2CC2)cc1	-9	3
O=C(Nc1cccc(C(F)(F)F)c1)C(=O)N1CCCCC1	-5	-4
CN(C)S(=O)(=O)c1cccc(NC(=O)COC(=O)COc2ccccc2[N+](=O)[O-])c1	5	-9
CCCCCCCCC/C(=N\O)c1ccccn1	1	-7
O=C(NCCc1ccccc1F)C(=O)Nc1nccs1	14	-13
Cc1ccc(CNC(=O)NCc2ccccc2)cc1	-5	-4
CC(Sc1ccc2ccccc2n1)C(=O)O (stereo not given)	-2	-9
CC1=Nc2ccccc2/C1=C/c1sc(=O)n(CC(=O)N2CCCC2)c1O	-4	3
O=C(Nc1cccc(Cl)c1Cl)c1ccncc1	-11	8
NC(=S)NN=C1CCCCC12CCCC2	12	6
Cc1ccc(C)c(OCC(=O)NNC(=O)CSC(=S)N2CCCC2)c1	-2	-6
Clc1ccccc1-c1nn2c(Cn3cnc4ccccc43)nnc2s1	-24	14
O=C(CCN1C(=O)CSc2ccccc21)Nc1cccc(C(F)(F)F)c1	2	2
Cc1ccc(S(=O)(=O)N2CCN(S(=O)(=O)N3CCCCCC3)CC2)cc1	3	-6
C=CCn1c(NCc2ccc(OC)cc2O)nc2ccccc21	-15	-1
N#CCC(=O)Nc1ccc(C(=O)Nc2cccc(S(N)(=O)=O)c2)cc1	-2	8
O=C(NCc1ccc2c(c1)OCO2)c1cc(=O)[nH]c2ccccc12	3	0
O=C1CC(c2ccc(F)cc2)Cc2nc(NCC3CCCO3)ncc21 (stereo not given)	4	7
CCn1cc(C2=NOC(C(=O)Nc3c(C)nn(Cc4ccc(F)cc4)c3C)C2)c(C)n1 (stereo not given)	-7	3
Cc1ccc(S(=O)(=O)N2CCCCC2)cc1C(=O)NCCN1CCOCC1	-16	8

Given with two lines to a compound: part of the list above.
Order of values – TAG inh, TAG inh DAPI viability
- COc1ccc(NC(C)=O)cc1NC(=O)CN1CCN(S(=O)(=O)c2ccc(C(C)C)cc2)CC1
    25, -14
- CC(=O)c1ccc(OCC(=O)Nc2ccccc2C(=O)NC2CC2)cc1
    -9, 3
- O=C(Nc1cccc(C(F)(F)F)c1)C(=O)N1CCCCC1
    -5, -4
- CN(C)S(=O)(=O)c1cccc(NC(=O)COC(=O)COc2ccccc2[N+](=O)[O-])c1
    5, -9
- CCCCCCCCC/C(=N\O)c1ccccn1
    1, -7
- O=C(NCCc1ccccc1F)C(=O)Nc1nccs1
    14, -13
- Cc1ccc(CNC(=O)NCc2ccccc2)cc1
    -5, -4
- CC(Sc1ccc2ccccc2n1)C(=O)O (stereo not given)
    -2, -9
- CC1=Nc2ccccc2/C1=C/c1sc(=O)n(CC(=O)N2CCCC2)c1O
    -4, 3
- O=C(Nc1cccc(Cl)c1Cl)c1ccncc1
    -11, 8
- NC(=S)NN=C1CCCCC12CCCC2
    12, 6
- Cc1ccc(C)c(OCC(=O)NNC(=O)CSC(=S)N2CCCC2)c1
    -2, -6
- Clc1ccccc1-c1nn2c(Cn3cnc4ccccc43)nnc2s1
    -24, 14
- O=C(CCN1C(=O)CSc2ccccc21)Nc1cccc(C(F)(F)F)c1
    2, 2
- Cc1ccc(S(=O)(=O)N2CCN(S(=O)(=O)N3CCCCCC3)CC2)cc1
    3, -6
- C=CCn1c(NCc2ccc(OC)cc2O)nc2ccccc21
    -15, -1
- N#CCC(=O)Nc1ccc(C(=O)Nc2cccc(S(N)(=O)=O)c2)cc1
    -2, 8
- O=C(NCc1ccc2c(c1)OCO2)c1cc(=O)[nH]c2ccccc12
    3, 0
- O=C1CC(c2ccc(F)cc2)Cc2nc(NCC3CCCO3)ncc21 (stereo not given)
    4, 7
- CCn1cc(C2=NOC(C(=O)Nc3c(C)nn(Cc4ccc(F)cc4)c3C)C2)c(C)n1 (stereo not given)
    -7, 3
- Cc1ccc(S(=O)(=O)N2CCCCC2)cc1C(=O)NCCN1CCOCC1
    -16, 8

Next records.
SMILES	TAG inh	TAG inh DAPI viability
CC(=O)N/C(=C\c1ccccc1)C(=O)OC(C)C(=O)Nc1ccccc1F (stereo not given)	-12	3
O=C(CC12CC3CC(CC(C3)C1)C2)NCO	-2	5
COC(=O)c1ccc2c(=O)[nH]c(COC(=O)c3cccc(S(=O)(=O)N4CCOCC4)c3)nc2c1	11	7
CCn1nc(C(=O)OCC(=O)NC(C)C)c2ccccc2c1=O	-7	-8
CCSc1ccccc1C(=O)Nc1cc(C)on1	-15	-2
Cc1ccccc1-n1nnnc1SCC(=O)c1c(N)n(C2CC2)c(=O)[nH]c1=O	0	3
CCn1nc(C(=O)NNS(=O)(=O)c2cc(/C=C/C(=O)O)cc(OC)c2OC)c2ccccc2c1=O	-4	4
CCC(=O)Nc1cccc(NC(=O)c2ccc3c(c2)OCO3)c1	6	3
O=C(CSc1nnc2ccc(-c3ccccn3)nn12)N1CCCC1	3	-1
Cc1cccc(-n2c(CCN3C(=O)c4ccccc4C3=O)nc3ccccc3c2=O)n1	-3	-6
COc1cccc2c1OCC(CN1CCN(C3CCCCC3)C(CCO)C1)=C2 (stereo not given)	-26	6
CCOC(=O)/C=c1\s/c(=C\c2ccccc2OC)c(=O)n1CC(=O)N1CCOCC1	8	-3
Cc1ccc(S(=O)(=O)N2CCOCC2)cc1C(=O)Nc1ccc(S(=O)(=O)Nc2nccs2)cc1	19	-5
Cc1ccc2c(c1)N(CC(=O)NCC(C)c1ccccc1)C(=O)c1cccnc1O2 (stereo not given)	-15	-7
CCNC(=O)C/C(C)=N/NC(=O)C12CC3CC(CC(C3)C1)C2	-4	0
Cc1cc(C)n(-c2ccc(C(=O)NC3=NCCS3)cc2)n1	2	-8
CCN1CCN(c2nc(SC)nc3sc4c(c23)CC(C)(C)OC4)CC1	4	7
CCOc1ccc(N2CC(O)(c3ccc(F)cc3)[N+]3=C2CCCC3)cc1 (stereo not given)	3	-4
CN(C)c1ccc(N2C(=O)CC(Sc3ccccc3C(=O)O)C2=O)cc1 (stereo not given)	7	-4
CNS(=O)(=O)c1ccc(CNC[C@H]2O[C@@H](n3ccc(N)nc3=O)[C@H](O)[C@@H]2O)cc1	15	-6
CCC(=O)Nc1nc(-c2ccc3c(c2)OCCO3)cs1	3	20
CCc1nc2c(OCc3ccc(OC(F)F)cc3)cccn2c1N(C)C(=O)c1ccc(OC)cc1	10	-15
O=C(CSCc1cnn(-c2ccccc2)c1-n1cccc1)NCc1ccccn1	-6	13
CN(C)Cc1cc(CN(C)C)c(O)c(CCc2ccccc2)n1	15	-8
CCOC(=O)c1[nH]nc2c1C(=O)N(CC)C2=O	-12	6
Cc1ccc(N2NC(=O)/C(=C/c3ccc(-c4ccc(Cl)c(C(=O)O)c4)o3)C2=O)cc1C	4	-3
C/C=C(/C)C(=O)OC1CC(C)(C)C[C@H]2C3=CC[C@@H]4[C@@]5(C)CCC(O[C@@H]6O[C@@H](C(=O)O)[C@@H](O)C(O[C@@H]7OC[C@H](O)[C@@H](O)[C@@H]7O[C@@H]7OC(CO)C(O)[C@@H](O)[C@@H]7O)C6O[C@@H]6OC(CO)C(O)C(O)C6O)[C@@](C)(CO)[C@@H]5CC[C@]4(C)[C@]3(C)CC(O)[C@@]12CO (stereo not given in full)	6	-2
Cc1ccccc1NCC(=O)N/N=C/c1ccc([N+](=O)[O-])cc1	8	-1

In a second layout: two of the compounds above.
| molecule | TAG inh | TAG inh DAPI viability |
| --- | --- | --- |
| CCC(=O)Nc1nc(-c2ccc3c(c2)OCCO3)cs1 | 3 | 20 |
| CCc1nc2c(OCc3ccc(OC(F)F)cc3)cccn2c1N(C)C(=O)c1ccc(OC)cc1 | 10 | -15 |
